Chronic BCR inh – chronic active BCR signaling inhibition. ABC-DLBCL IkBa-CBG/CBR reporter, luminescence ratio, 4 h. 0.05% of 340,000 active. Potency, µM (highest dose often 46.1 µM), for the others: at the top dose ratio change, negative = lower green/red ratio, actives largely listed as inhibitors. AID 493014; active means well fitted inhibition curve with a large enough effect in the signal ratio, with a control signal flat, not every such curve was filed as active; inconclusive means small, poorly fitted or top-dose-only effect, or effect the other way, or a change in a side signal; the % refers to the signal ratio;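 further: potency means the concentration at half of the fitted maximal effect; plate controls were basal doxycycline-induced cells for no effect and cells given 10 µM MG132 for full effect; MG132 reads +100%, hits lower the ratio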
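Compounds up to 46 uM were incubated four hours with TMD8 cells whose green CBG68 luciferase is fused to IkappaBalpha; red CBR luminescence normalised the signal, and concentration-effect curves were fitted to fusion, red and ratio data.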
hERG WT inh – inhibitors of human wildtype KCNH2 potassium channel; activity change, % at 1.84 µM; Q12809; 0.37% of 340,000 active; AID 720551; U2OS, BacMam KCNH2, thallium flux FluxOr; active compounds read low;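 active means maximum activity change below -70%; inconclusive means maximum activity change between -70% and -50%; inactive means maximum activity change above -50%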; further: on the % scale 0 is the no-effect control and ±100 the full control effect
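U2OS cells were transduced with wild-type KCNH2 virus (2.03 x 10^8 / mL) for 4 h at room temperature, then cultured overnight at 37 C. Thallium flux was read with FluxOr dye. Rate constants were normalized to DMSO controls.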
S-ASM inh – inhibitors of human secretory acid sphingomyelinase; placental ASM, HMU-PC fluorogenic substrate, 60 min; Potency, µM (series often up to 57.5 µM), for the others: at the highest dose activity change, negative = inhibition, usual class: inhibitors; 0.006% of 340,000 active; P17405; further: potency means the concentration at half of the fitted maximal effect
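Fluorescence read-out (Ex 386 nm, Em 447 nm) after stopping the reaction at pH 10. Enzyme: ASM from human placenta; substrate HMU-PC0, 9 uM final; 60 min, 37 °C. Compound preincubation 10 min, ambient temperature.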
Menin MLL FP TR – menin-MLL binding inhibition, Texas Red mutant peptide; O00255; Menin + Texas Red MLL mutant peptide, fluorescence polarization; Potency, µM (titrated, usually from 61.6 µM), without a hit: top-dose FP activity change, negative = inhibition, usual class: inhibitors; 0.23% of 270,000 active; AID 1768; active means well fitted inhibition curve with a large enough effect in the polarisation, with a control signal flat, not every such curve was filed as active; inconclusive means small, poorly fitted or top-dose-only effect, or effect the other way, or a change in a side signal; inactive means no such curve, though single readings can be large or run the other way; the % refers to the polarisation; further: potency means the concentration at half of the fitted maximal effect; % of control where 0% means no effect; many of its hits are not listed in these tables
TSHR antag – human thyrotropin receptor antagonism. 0.2% of 330,000 active. activity change, negative = inhibition, % at 11.5 µM. P16473. TSHR-expressing cells, TSH-stimulated cAMP HTRF, 2 h; active compounds read low. AID 504810;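 active means activity change below a set negative limit, meaning inhibition stronger than a set level, cut at about -70% in these data; inconclusive means activity change between two set negative limits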; further: on the % scale 0 is the no-effect control and ±100 the full control effect
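Freshly harvested TSHR cells receive pin-tooled compound, then EC80 TSH at 4nM final. After 2 hours at 37 deg C, antibody in lysis buffer and cAMP-d2 are added; 30 minutes at ambient temperature precede the HTRF read.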
Mito fusion yeast – inhibitors of mitochondrial division or activators of mitochondrial fusion; 0.23% of 320,000 active; S. cerevisiae fusion-defective mutant growth rescue, CellTiterGlo 48 h; Potency, µM (top dose mostly 46.1 µM), inactives show at the top dose growth rescue (activation), actives largely listed as activators;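 further: potency means the concentration at half of the fitted maximal effect; % of control where 0% means no effect; nearly all actives have a fitted effect of over 45% in size; temperature-sensitive fusion mutants such as fzo1-1 at 37 °C on non-fermentable ethanol glycerol medium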
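Read-out: ATP-based luminescence (CellTiterGlo, 10 min ambient) reporting growth of fusion-defective ts yeast after 48 hours at 37C on glycerol/ethanol YPEG medium in the presence of compound.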
USP2a block – blocks human ubiquitin-specific protease USP2a; USP2 core, Ub-CHOP2 coupled fluorogenic reporter, 485/531; Potency, µM (highest dose often 38.3 µM), for inactives: at the highest dose activity change, negative = inhibition, most hits filed as inhibitors; 0.01% of 330,000 active;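 further: potency means the concentration at half of the fitted maximal effect; plate controls were DMSO wells for no effect and full inhibition by NEM control for full effect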
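Deubiquitinase activity read as fluorescence (485/531 nm) after Ub-CHOP2 cleavage activates the enterokinase reporter on its substrate; USP2 core 10nM, Ub-CHOP2 and substrate 25nM each, 30min compound preincubation then 60min RT; data normalized to NEM, curves fitted.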
GALK inh – inhibitors of human galactokinase | 0.007% of 270,000 active | AID 1868 | Purified GALK, Kinase-Glo residual ATP luminescence | P51570 | Potency, µM (top dose mostly 57.5 µM), without a hit: at the top dose activity change, negative = inhibition, hits mostly inhibitors; further: potency means the concentration at half of the fitted maximal effect; on the % scale 0 is the no-effect control and ±100 the full control effect
Target sequence (P51570 whole entry, looked up): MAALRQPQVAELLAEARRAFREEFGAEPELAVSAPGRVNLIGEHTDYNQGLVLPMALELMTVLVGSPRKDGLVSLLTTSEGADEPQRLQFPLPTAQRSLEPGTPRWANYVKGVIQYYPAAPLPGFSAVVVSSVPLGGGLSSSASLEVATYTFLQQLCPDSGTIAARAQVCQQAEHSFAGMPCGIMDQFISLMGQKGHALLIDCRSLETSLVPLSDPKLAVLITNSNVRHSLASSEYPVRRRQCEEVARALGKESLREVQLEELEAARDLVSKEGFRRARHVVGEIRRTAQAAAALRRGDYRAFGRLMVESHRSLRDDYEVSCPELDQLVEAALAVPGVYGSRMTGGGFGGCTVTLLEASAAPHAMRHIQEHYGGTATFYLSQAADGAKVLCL
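5 nM enzyme, 35 uM ATP, 100 uM galactose, 20 mM HEPES pH8.0, 5 mM MgCl2; 1 h RT; residual ATP by Kinase-Glo Plus luminescence, qHTS format.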
PKM2 act – activators of human pyruvate kinase M2; purified PKM2, Kinase-Glo ATP luminescence, activation; response scale: 0% is enzyme alone, no compound; Potency, µM (doses to about 57.5 µM), inactives show at the highest dose activation, hits mostly activators; 0.34% of 260,000 active; AID 1631; further: potency means the concentration at half of the fitted maximal effect; on the % scale 0 is the no-effect control and ±100 the full control effect; nearly all actives have a fitted effect of over 55% in size
Target sequence (P14618 whole entry, looked up): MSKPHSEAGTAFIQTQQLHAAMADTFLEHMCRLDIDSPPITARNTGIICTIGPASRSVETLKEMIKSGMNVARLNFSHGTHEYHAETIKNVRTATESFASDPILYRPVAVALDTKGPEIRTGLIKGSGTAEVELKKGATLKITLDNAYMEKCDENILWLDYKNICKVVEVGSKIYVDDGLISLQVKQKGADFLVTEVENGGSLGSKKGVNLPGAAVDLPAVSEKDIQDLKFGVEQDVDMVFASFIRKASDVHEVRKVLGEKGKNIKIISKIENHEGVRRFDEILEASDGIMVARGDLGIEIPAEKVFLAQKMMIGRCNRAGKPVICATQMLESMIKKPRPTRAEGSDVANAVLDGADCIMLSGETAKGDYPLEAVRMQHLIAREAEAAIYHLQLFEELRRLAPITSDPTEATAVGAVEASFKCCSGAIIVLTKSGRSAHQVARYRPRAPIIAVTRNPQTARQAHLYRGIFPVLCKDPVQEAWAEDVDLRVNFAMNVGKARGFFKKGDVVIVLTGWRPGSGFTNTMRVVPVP
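hPK-M2, >95% pure; 0.1 mM ADP / 0.5 mM PEP final; imidazole pH7.2 buffer w/ 7 mM MgCl2, 50 mM KCl; 1 h RT; Kinase-Glo lum. Intermediate enzyme activity for dual inhibitor/activator qHTS.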
MBNL1 CUG block – blocks human MBNL1 binding to CUG repeat RNA; Q9NR56; 0.036% of 280,000 active; TR-FRET MBNL1-His/biotin-(CUG)12 binding, 665/545 ratio; AID 2675; Potency, µM (doses to about 57.5 µM), inactives show at the highest dose activity change, negative = inhibition, usual class: inhibitors; active means well fitted inhibition curve with a large enough effect in the signal ratio, with a control signal flat, not every such curve was filed as active; inconclusive means small, poorly fitted or top-dose-only effect, or effect the other way, or a change in a side signal; inactive means no such curve, though single readings can be large or run the other way; the % refers to the signal ratio; further: potency means the concentration at half of the fitted maximal effect; on the % scale 0 is the no-effect control and ±100 the full control effect
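His-tagged MBNL1 binding to biotinylated (CUG)12 RNA was measured by TR-FRET using terbium anti-His antibody (0.055 ng/ul final) and streptavidin-XL665 (5 nM final). Compounds were titrated 92 nM to 58 uM; 60 min at room temperature.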
Eya2 inh – blocks the phosphatase activity of human Eya2; O00167; recombinant Eya2, OMFP fluorescence dephosphorylation (OMFP is methylfluorescein phosphate); Potency, µM (highest dose often 76.9 µM), without a hit: top-dose activity, negative = inhibition, actives largely listed as inhibitors; 0.006% of 330,000 active; further: potency means the concentration at half of the fitted maximal effect; on the % scale 0 is the no-effect control and ±100 the full control effect
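Eya2 protein (added as 0.2 uM solution) was preincubated with compound for 10 min at ambient temperature in 50 mM HEPES pH 7.5, 50 mM NaCl, 5 uM MgCl2, 0.05% BSA, 1 mM DTT. OMFP (added at 50 uM) then reacted 10 min; fluorescence read at 485/525 nm.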
Starred values were filed as active, the others as inactive; ? = inconclusive; / = no result given; [ ] = dose if it differs, or a comment. Unless noted, the call rests on the fitted dose curve; in most records, active means well fitted curve in the direction sought with a large enough effect; inconclusive means small, poorly fitted or top-dose-only effect, or another doubt; inactive means no such curve, though single readings can be large; an effect the other way counts as inactive or inconclusive. Some of the compounds tested, so the mix of outcomes need not match the whole.

SMILES	Chronic BCR inh	hERG WT inh	S-ASM inh	Menin MLL FP TR	TSHR antag	Mito fusion yeast	USP2a block	GALK inh	PKM2 act	MBNL1 CUG block	Eya2 inh
COc1ccccc1/C=N/OC(=O)c1ccc(C)cc1	1.6%	-14.3	-1.9%	6.4%	-14.1	9.6%	-6.0%	0.0%	-7.6%	-5.3%	-9.9%
Cc1cc(-c2ccc(C)c(S(=O)(=O)NCC3CCN(Cc4cccc(F)c4)CC3)c2)on1	-2.4%	12.2	-2.2%	-9.8%	3.1	29.0%	-6.9%	0.6%	/	-13.5%	0.1%
CCOc1ccc(NC(=O)CSc2nnc(Cn3cnc([N+](=O)[O-])n3)n2C)cc1	1.6%	-8.7	1.0%	9.2%	7.1	-3.1%	1.0%	-1.4%	-1.0%	?	-4.1%
CC(C)(C)C(=O)OCc1cn(-c2ccc(Cl)cc2)nn1	9.7%	12.1	-0.9%	9.4%	-3.8	-12.8%	-1.6%	-1.5%	-0.7%	6.2%	5.7%
CCC(C)(C)NC(=O)c1cccc(NC(=O)C(C)C)c1	-13.8%	-6.0	-1.8%	14.7%	6.8	-1.9%	0.4%	2.9%	0.8%	2.1%	6.1%
O=C(CN1CCN(c2ccccc2)CC1)c1c[nH]c2ccccc12	?	-13.6	-1.0%	27.3%	1.4	8.9%	2.9%	0.0%	/	-6.2%	11.6%
CCn1nnnc1SCC(=O)Nc1nc(-c2cccs2)cs1	?	-1.3	-2.0%	23.0%	-5.2	4.6%	-1.4%	-1.0%	-0.6%	15.3%	2.5%
COc1cccc(-c2cccc(NC(=O)C3CCN(CC4CCOC4)CC3)c2)c1 (configuration not stated)	-3.0%	20.4	1.8%	-7.8%	-4.0	-1.3%	1.8%	-3.4%	/	0.7%	-9.9%
Cc1ccc(SCC(=O)c2c(C)nc3ccccn23)cc1	?	-12.7	-0.3%	-9.4%	-19.1	0.1%	-6.8%	8.4%	0.1%	73.7%[activator]	-9.1%
Cn1nnc(-c2ccc(OCc3ccccc3F)cc2)n1	?	-15.7	42.3%[activator]	7.8%	-8.6	-6.6%	-0.1%	1.6%	-27.4%	-9.2%	-9.6%
Nc1c2nc(-c3ccccc3)[nH]c(=O)c2nc(=O)n1-c1ccccc1	6.3%	1.5	493.8%[activator]	/	-0.5	8.1%	7.1%	-1.8%	-3.8%	-1.6%	-3.6%
COc1ccccc1C(=O)NNC(=S)Nc1ccccc1	?	7.0	-1.5%	5.2%	-4.8	-0.3%	-0.5%	1.8%	0.2%	2.6%	?
CC(CCc1ccccc1)NC(=O)CN1CCN(c2ccc(O)cc2)CC1 (configuration not stated)	?	-22.9	-3.6%	-17.4%	-8.0	0.8%	1.3%	-0.8%	11.8%	-3.4%	3.1%
O=C(Cc1c(F)cccc1Cl)Nc1ccc(S(=O)(=O)N2CCOCC2)cc1	-7.9%	-9.8	-4.5%	/	-8.7	4.2%	-0.1%	-5.6%	-0.3%	-4.4%	0.8%
Cc1cc(NC(=O)NC2(C(F)(F)F)Oc3ccc(Cl)cc3O2)no1 (configuration not stated)	-3.9%	13.1	-6.2%	-8.9%	-18.0	9.3%	0.5%	-1.0%	3.2%	-5.3%	-4.8%
N/C(=N\OC(=O)c1cccc2ccccc12)c1cccnc1	?	1.7	-4.9%	-0.7%	-9.0	11.0%	0.9%	3.1%	-1.9%	?	-11.5%
CCOC(=O)N1CCN(C(=O)c2ccc([N+](=O)[O-])cc2Cl)CC1	?	29.3	-0.2%	8.5%	9.4	2.3%	-2.7%	2.4%	2.4%	?	-4.7%
O=C(Nc1cnc2ccccn2c1=O)c1ccc(Cl)cc1	?	4.1	27.9%	0.3%	-0.6	3.6%	0.4%	-0.9%	1.3%	15.5%	7.4%
NC(Cc1c[nH]c2ccccc12)C(=O)NCc1ccco1 (configuration not stated)	-1.0%	-4.9	-0.8%	-4.4%	6.4	-1.9%	-13.0%	6.1%	-4.9%	-10.3%	-12.2%
Cc1cccn2c(=O)c3cc(C(=O)N4CCCCC4C)sc3nc12 (configuration not stated)	0.9%	7.4	/	/	0.6	-1.1%	-0.7%	/	/	/	8.9%

Profiles, quoted from the list. Order of screens: Chronic BCR inh, hERG WT inh, S-ASM inh, Menin MLL FP TR, TSHR antag, Mito fusion yeast, USP2a block, GALK inh, PKM2 act, MBNL1 CUG block, Eya2 inh
`CCOc1ccc(NC(=O)CSc2nnc(Cn3cnc([N+](=O)[O-])n3)n2C)cc1` reads 1.6%, -8.7, 1.0%, 9.2%, 7.1, -3.1%, 1.0%, -1.4%, -1.0%, ?, -4.1%
`Cc1cccn2c(=O)c3cc(C(=O)N4CCCCC4C)sc3nc12` (configuration not stated) reads 0.9%, 7.4, /, /, 0.6, -1.1%, -0.7%, /, /, /, 8.9%
`O=C(CN1CCN(c2ccccc2)CC1)c1c[nH]c2ccccc12` reads ?, -13.6, -1.0%, 27.3%, 1.4, 8.9%, 2.9%, 0.0%, /, -6.2%, 11.6%
`COc1cccc(-c2cccc(NC(=O)C3CCN(CC4CCOC4)CC3)c2)c1` (configuration not stated) reads -3.0%, 20.4, 1.8%, -7.8%, -4.0, -1.3%, 1.8%, -3.4%, /, 0.7%, -9.9%

Next part
SMILES	Chronic BCR inh	hERG WT inh	S-ASM inh	Menin MLL FP TR	TSHR antag	Mito fusion yeast	USP2a block	GALK inh	PKM2 act	MBNL1 CUG block	Eya2 inh
COc1ccc(Oc2nc(C)cc(C)c2S(C)(=O)=O)cc1	5.8%	-3.4	-2.0%	16.9%	20.3	2.7%	-0.7%	/	-0.6%	-3.8%	-5.8%
CCOCCCNC(=S)NCCCNc1nc2cc3c(cc2cc1C#N)OCO3	-0.8%	-16.0	/	2.1%	6.7	0.2%	1.4%	-3.0%	-0.1%	19.3%	10.8%
COC(=O)c1cc(NC(=O)c2cc(C(C)(C)C)nn2Cc2ccc(F)cc2)ccc1N1CCOCC1	2.4%	0.0	-2.3%	/	-27.4	-0.8%	-0.8%	/	0.5%	-5.4%	-11.1%
CCn1c(COc2cccc(C)c2C)nnc1SCC(=O)N1CCN(c2ccc(OC)cc2)CC1	0.6%	-11.3	-4.9%	-4.6%	-17.9	5.1%	-1.7%	2.9%	0.0%	-0.3%	-17.7%
Cc1ccc2nccc(C(=O)N3CCCC(Nc4ccc(F)cc4)C3)c2c1 (configuration not stated)	0.2%	1.3	-2.2%	6.3%	-0.7	-1.9%	0.0%	-3.5%	-2.7%	0.2%	-9.7%
O=C1NCCN1C(=O)c1ccco1	7.3%	1.3	8.8%	10.9%	10.6	-2.1%	-0.9%	-0.2%	-1.3%	-9.5%	5.8%
COc1cc(C(=O)O)nc(OC)n1	-0.7%	0.1	-2.3%	-8.7%	3.0	2.3%	1.3%	-0.6%	-4.8%	-15.8%	12.7%
COc1ccc(Cl)cc1-c1nc(N)nc(NC2CCCCC2)n1	-2.1%	-12.9	-1.1%	2.7%	4.3	-6.4%	1.2%	1.3%	2.7%	-14.6%	0.4%
COC(=O)c1ccccc1N=Nc1c(C)[nH][nH]c1=O	-7.2%	-6.6	-7.2%	/	2.0	0.5%	-1.3%	-2.9%	-2.2%	?	-34.7%
COc1ccc(N2CCn3c2nc2c3c(=O)n(CCN3CCOCC3)c(=O)n2C)cc1	4.0%	/	/	-1.4%	25.6	0.1%	0.2%	2.3%	-12.3%	-6.2%	17.4%
C=CCN(CC=C)S(=O)(=O)c1ccc(F)cc1	/	-16.1	9.7%	9.7%	/	-5.8%	/	0.0%	-7.6%	-1.7%	/
Cc1[nH]c(=O)c(C#N)c(C)c1CCC(=O)N(C)CC(=O)Nc1ccc(Cl)c(Cl)c1	-9.4%	3.7	0.7%	18.8%	7.8	0.6%	4.9%	-1.9%	/	0.3%	7.3%

Assay outcomes from PubChem.
